# From PubChem
# ER stress surv: ER stress cell death inhibition. CSM14.1 thapsigargin ER stress survival, ATP luminescence. relative survival (cellular ATP), % at 15 µg/mL (by protocol). actives 0.33% (n = 48,000). AID 1010;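 active means survival measured by cellular ATP above 50% at 15 µg/ml in the first screen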;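 further: cell death triggered by about 15 µM thapsigargin; ATP read 24 h after thapsigargin was added; plate controls were thapsigargin with DMSO for no effect and DMSO without thapsigargin for full effect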
# Numbers without * were called inactive.
SMILES,ER stress surv
CN1CCN(Cc2c(O)ccc3c(=O)c(-c4ccccc4)coc23)CC1,1
O=C1NC(=Nc2ccc(F)cc2)S/C1=C/C=C/c1ccccc1,8
CC(=O)N1c2ccccc2Nc2ccccc21,0
Cc1ccc(-c2nn(-c3cc(N4CCCC4)ccc3[N+](=O)[O-])c(=O)c3ccccc23)c(C)c1,3
CC1=C(C(=O)OC2CCCC2)C(c2ccccc2C(F)(F)F)C2=C(CCCC2=O)N1 (stereo not drawn),3
CC1=C(C(=O)Nc2ccc(C)cc2)C(c2ccccc2F)NC(=S)N1 (stereo not drawn),2
COc1ccc(N2CC(C(=O)N/N=C/c3ccc(OC)c(OC)c3)CC2=O)cc1 (stereo not drawn),1
Cc1cccc(C)c1NC(=O)CO/N=C(\N)c1nonc1N,2
COc1ccc(N2C(=O)/C(=C/c3cc(Cl)cc(Cl)c3O)C(=O)NC2=S)cc1,16
COc1cccc(NC(=O)Cc2ccccc2[N+](=O)[O-])c1,8
COc1ccc(C(=O)/C=C\Nc2ccc([N+](=O)[O-])cc2)cc1,4
CCOc1ccc(NC(=O)C2COc3ccccc3O2)cc1 (stereo not drawn),9
Cc1ccccc1C(=O)N1CCN(c2ccccn2)CC1,5
COc1ccc(NC(=O)Nc2ccccc2C(F)(F)F)cc1,8
Cc1ccc(S(=O)(=O)Nc2ccccc2-c2nc3ccccc3c(=O)[nH]2)cc1,8
COCCNC(=O)Nc1ccc2nc3c4ccccc4c4ccccc4c3nc2c1,-3
O=C(Nc1ccccc1C(=O)N1CCOCC1)c1ccco1,7
CCN(CC)CCCCOc1ccc(Cl)c(C)c1,-3
COc1ccc(/C=C/C(=O)c2cccc(Br)c2)cc1[N+](=O)[O-],3
Cc1cccc(C(=O)O)c1NC(=O)c1cccc(F)c1,1
CC1(C)Cc2ccccc2/C(=C/C(=O)Nc2ccc(Cl)cc2Cl)N1,-2
COc1ccc(N2C(=O)C(Cl)=C(Nc3ccc(C)cc3)C2=O)cc1,6
Cc1ccc(N2C(=O)CC(NCc3cccnc3)C2=O)cc1 (stereo not drawn),-3
Cc1ccc2c(Cl)c(C(=O)Nc3cccc(C(F)(F)F)c3)sc2c1,5
CCN(CC)c1ccc(/C=N/Nc2ccccc2[N+](=O)[O-])c(O)c1,-1

# Quoted from above for reference:
SMILES,ER stress surv
CN1CCN(Cc2c(O)ccc3c(=O)c(-c4ccccc4)coc23)CC1,1
O=C1NC(=Nc2ccc(F)cc2)S/C1=C/C=C/c1ccccc1,8
CC(=O)N1c2ccccc2Nc2ccccc21,0
Cc1ccc(-c2nn(-c3cc(N4CCCC4)ccc3[N+](=O)[O-])c(=O)c3ccccc23)c(C)c1,3
CC1=C(C(=O)OC2CCCC2)C(c2ccccc2C(F)(F)F)C2=C(CCCC2=O)N1 (stereo not drawn),3

# The results go on.
SMILES,ER stress surv
Cc1ccc(NC(=O)c2ccccc2N)cc1,-11
CCOC(=O)C(C#N)C(c1ccc(C)cc1)C1CCOC(C)(CC)C1 (stereo not drawn),1
CCOc1ccccc1N1CCN(C(=O)c2ccc([N+](=O)[O-])cc2)CC1,13
O=C1N/C(=N\c2ccccn2)SC1Cc1ccccc1 (stereo not drawn),2
S=C1NC(c2ccccc2)=NCN1c1ccc(Br)cc1,2
CC(C)C(=O)Nc1ccc2oc(-c3cccc4ccccc34)nc2c1,8
Cc1cc(NCCN2CCCCCC2)n2c(nc3ccccc32)c1C#N,-8
CCOC(=O)C1=C(C)N=C2SCC(=O)N2C1c1ccc(-c2cccc([N+](=O)[O-])c2)o1 (stereo not drawn),18
COc1cc(NC(=O)c2cccs2)ccc1NC(=O)c1cc2ccccc2o1,2
CCC(Oc1ccccc1)C(=O)N1CCN(C(c2ccccc2)c2ccccc2)CC1 (stereo not drawn),47
Cc1nnc(C)n1/N=C\c1ccc(F)cc1,8
Cc1ccc([N+](=O)[O-])cc1Cc1cc(Cl)ccc1Cl,10
Cc1ccc(-c2csc(NC(=O)c3ccc4c(c3)OCO4)n2)cc1,15
O=C(NCc1ccco1)C(=O)Nc1ccc(Cl)c(C(F)(F)F)c1,-6
Cc1ccc(OCCNc2cc(N3CCN(C)CC3)ccc2[N+](=O)[O-])cc1C,-4
CCc1c(C)sc(NC(=O)C2C3CCC(C3)C2C(=O)O)c1C(=O)OC(C)C (stereo not drawn),1
C=CCn1c2ccccc2c2nnc(SCCN3CCCCC3)nc21,-8
Cc1ccc(OCC(=O)Nc2ccc(O)c(-c3nc4cc(C)c(C)cc4o3)c2)cc1C,14
O=C1NC(=O)N(c2ccccc2)C(=O)/C1=C\c1ccc(-c2ccc([N+](=O)[O-])cc2Br)o1,21
Cc1ccc(C2=C/C(=C/c3cc4c(cc3[N+](=O)[O-])OCO4)C(=O)O2)cc1,1
O=C(NCCC(=O)N1CCNC1=O)OCc1ccccc1,8
CC(=O)c1ccc(NC(=O)C2CC(=O)N(c3ccccc3)C2)cc1 (stereo not drawn),-3
CC(c1ccccc1)C1CC(=O)N(c2ccc(I)cc2)C1=O (stereo not drawn),5
Cc1nc(-c2ccccc2)nc(N/N=C/c2ccncc2)c1C,-22
CCOc1cc(C2C3=C(CC(C)(C)CC3=O)NC3=C2C(=O)c2ccccc23)ccc1O (stereo not drawn),8

# Structures above that have bromine (3):
SMILES,ER stress surv
COc1ccc(/C=C/C(=O)c2cccc(Br)c2)cc1[N+](=O)[O-],3
S=C1NC(c2ccccc2)=NCN1c1ccc(Br)cc1,2
O=C1NC(=O)N(c2ccccc2)C(=O)/C1=C\c1ccc(-c2ccc([N+](=O)[O-])cc2Br)o1,21

# Going on with the list:
SMILES,ER stress surv
O=C(/C=C/c1ccccc1)Nc1ccc(S(=O)(=O)N2CCOCC2)cc1,8
Cc1ccc(-n2c(=O)c3c4c(sc3n3c(SCC(N)=O)nnc23)CCCC4)cc1,5
NC(=O)c1ccc(NC(=O)c2cc3ccccc3cc2O)cc1,4
COc1cccc(NC(=O)c2ccc(F)cc2)c1,-2
O=C(N/C(=C/c1ccccc1)C(=O)N1CCCCC1)c1ccco1,-2
COc1cccc(CN2CCN(C3CCCCC3OC)CC2)c1OC (stereo not drawn),0
COc1ccc(/C=N/n2cnnc2)cc1COc1ccc(NC(C)=O)cc1,-3
CN(C)/C=C\C=C\C(=O)C1C2CC3CC(C2)CC1C3 (stereo not drawn),-6
O=C(CCC1CCCC1)NC1CCCCC1,-12
CN(C)c1ccc(NC(=O)COc2ccc(Cl)cc2Br)cc1,11
c1ccc(Nc2nc(-c3ccccc3)[n+](-c3ccccc3)s2)cc1,7
CC(=O)Nc1ccc(NC(=O)c2cc(-c3ccccc3)nc3ccccc23)cc1,7
CCOC(=O)C1=C(C)N=c2s/c(=C\c3cccs3)c(=O)n2C1c1ccc(N(C)C)cc1 (stereo not drawn),3
O=C1/C(=C/c2nc3ccccc3c(=O)n2-c2ccccc2)c2ccccc2N1Cc1ccccc1,6
CC1(C)CC(=O)C(C2(O)C(=O)Nc3ccc(Br)cc32)CO1 (stereo not drawn),-6
O=C(CCCCC(=O)NN=Cc1ccncc1)NN=Cc1ccncc1,5
CCN1C(=O)/C(=C/c2ccc(OC(=O)c3ccc(F)cc3)c(OC)c2)SC1=S,1
O=C(Oc1ccc(/C=N/NC(=O)C(O)c2ccccc2)cc1)c1cccc2ccccc12 (stereo not drawn),6
CCC(=O)NC(=O)NC(Cc1ccccc1)Cc1ccccc1,17
CC(c1nc2ccccc2n1C)C(O)c1ccccc1 (stereo not drawn),-3
Cc1cc(C(=O)Nc2ccc(C(=O)O)cc2)c(C)o1,4
Cc1cccc(CC(C(=O)O)C(C)C(=O)O)c1 (stereo not drawn),5
O=C(CN1C(=O)c2ccccc2C1=O)NCc1ccc(C(=O)O)cc1,7
Cc1cccc(C(=O)O/N=C(\N)c2ccc(Br)cc2)c1,10
COc1nc(-c2ccccc2)c[n+](C)n1,3

# Looked up above.
# In ER stress surv, CC(=O)Nc1ccc(NC(=O)c2cc(-c3ccccc3)nc3ccccc23)cc1 has the entry 7
# In ER stress surv, CN(C)c1ccc(NC(=O)COc2ccc(Cl)cc2Br)cc1 has the entry 11
# In ER stress surv, COc1cccc(NC(=O)c2ccc(F)cc2)c1 has the entry -2
# In ER stress surv, Cc1cccc(C(=O)O/N=C(\N)c2ccc(Br)cc2)c1 has the entry 10

# (continued)
SMILES,ER stress surv
COc1ccc(NC(=O)CSC(N)=O)cc1,13
COc1ccc(S(=O)(=O)N2CCN(Cc3ccncc3)CC2)cc1,-6
CSc1nc(-c2ccccc2)nc(N2CCN(C)CC2)c1C(C)=O,-6
CN1C(=O)/C(=c2\sc3nc(-c4ccccc4)c(-c4ccccc4)n3c2=O)c2ccccc21,4
Cc1ccc(Cc2ccccc2C(=O)O)cc1Cl,-2
O=C(O)CN1C(=O)/C(=C\c2ccccc2Sc2ccc(Cl)cc2)SC1=S,7
COc1cccc(C2/C(=C(\O)c3ccccc3)C(=O)C(=O)N2Cc2cccnc2)c1 (stereo not drawn),8
O=c1/c(=C/c2ccc3c(c2)OCO3)sc2nc3ccccc3n12,2
COc1ccc(Br)cc1CN1CCN(C(=O)c2ccc(-c3ccccc3)cc2)CC1,98*
O=C1c2ccc([N+](=O)[O-])cc2C(=O)N1c1ccc(Cl)cn1,10
CCOC(=O)CNC(=O)c1ccc(C#CC(C)(C)O)cc1,1
O=C1NC(=S)S/C1=C\c1ccc(O)c(O)c1,-2
CCCC1=NN(C(=O)Cc2ccccc2)C(O)(C(F)(F)F)C1 (stereo not drawn),2
O=C1CC(c2ccc(Cl)cc2)CC2=C1C(c1ccc3c(c1)OCO3)Nc1ccccc1N2 (stereo not drawn),4
O=c1oc(-c2ccc(Br)cc2)nc2ccccc12,4
CC1=C(C(=O)Nc2ccccc2)C(c2cccs2)n2c(s/c(=C\c3cccs3)c2=O)=N1 (stereo not drawn),2
O=C1CC(c2ccccc2F)c2cc(Br)c3ccccc3c2N1 (stereo not drawn),3
Cc1ccc(C2CC(=O)Nc3c2cc(Br)c2ccccc32)cc1[N+](=O)[O-] (stereo not drawn),-5
O=C(Nc1ccc(-c2cnc(-c3ccc(NC(=O)c4ccccc4)cc3)nc2)cc1)c1ccccc1,10
CN1C(=O)C(=Cc2cc([N+](=O)[O-])ccc2O)C(=O)N(C)C1=O,0
COc1ccccc1NCN1C(=O)S/C(=C/c2ccccc2F)C1=O,-2
CCOc1ccc(S(=O)(=O)Nc2c(C)cc(C)cc2C)cc1,20
CS(=O)(=O)N1CCN(c2ccc([N+](=O)[O-])c(NCc3ccccc3)c2)CC1,1
Cc1nc(N/N=C/c2ccc(N(C)C)cc2)cc(-c2ccccc2)n1,-15
CCOC(=O)c1cc(C(=O)NC(C)c2ccccc2)c(=O)[nH]c1C (stereo not drawn),1

# 4 entries picked at random from the list so far, as already listed:
SMILES,ER stress surv
O=c1/c(=C/c2ccc3c(c2)OCO3)sc2nc3ccccc3n12,2
CC1(C)CC(=O)C(C2(O)C(=O)Nc3ccc(Br)cc32)CO1 (stereo not drawn),-6
CC(=O)Nc1ccc(NC(=O)c2cc(-c3ccccc3)nc3ccccc23)cc1,7
COc1ccc(N2C(=O)/C(=C/c3cc(Cl)cc(Cl)c3O)C(=O)NC2=S)cc1,16

# (cont.)
SMILES,ER stress surv
Cc1ccc(C(NC(N)=O)c2cccc(C)c2)cc1 (stereo not drawn),6
COc1ccccc1C(=O)NN1C(=O)/C(=C/c2ccc([N+](=O)[O-])cc2)SC1=S,-3
Cc1ccc2[nH]c3nc(N/N=C/c4ccc([N+](=O)[O-])cc4)nnc3c2c1,-11
COc1ccc(CCNC(=O)COc2ccc(C)cc2)cc1,2
COc1ccc(CCNc2cc(N3CCCC3)ccc2[N+](=O)[O-])cc1OC,11
CCOC(=O)c1c(C)n(C)c2cc(Br)c(C(=O)Oc3ccccc3)cc12,3
COc1ccc(C(=O)Nc2cccc3ccccc23)cc1Br,6
CCOc1ccc(S(=O)(=O)N(CC(=O)N(CC)CC)c2ccc(C)cc2)cc1,0
O=C(CCC(=O)c1ccccc1)OCC(=O)c1ccc2c(c1)OCCO2,6
CCN(CC)c1ccc(C2Nc3ccccc3NC3=C2C(=O)CC(c2ccccc2)C3)cc1 (stereo not drawn),-6
Cc1cccc(N(CC(=O)Nc2ccccc2F)S(=O)(=O)c2ccccc2)c1,1
CC(=O)N1CC2(C(C)C)CN(C(C)=O)CC(C(C)C)(C1)C2=O,-11
O=C(c1ccccc1O)N1N=C(c2ccc(Br)cc2)CC1(O)C(F)(F)F (stereo not drawn),6
Clc1ccc(-c2nc(NCCN3CCOCC3)c3ccccc3n2)cc1,1
C/C(=N\NC(=O)C1(C)CC1(Br)Br)c1ccc(Br)s1 (stereo not drawn),4
COC(=O)c1sccc1NC(=O)/C=C/c1ccc([N+](=O)[O-])cc1,6
COc1cccc(C(=O)Oc2ccc3c(C)cc(=O)oc3c2C(C)=O)c1,-3
Cc1ccc(CN2CCN(N=Cc3ccccc3OCC(=O)O)CC2)c(C)c1,0
COC(=O)c1cc(NC(=O)c2ccc(-c3cc(Cl)ccc3Cl)o2)cc(C(=O)OC)c1,9
COc1ccc2ccccc2c1/C=C1/C(=O)NC(=O)N(c2cccc(Br)c2)C1=O,-2
CC(=O)C1=C(C)NC(C)=C(C(C)=O)C1c1ccc(-c2ccccc2[N+](=O)[O-])o1,6
COC(=O)CN(c1ccc(Br)cc1)S(C)(=O)=O,0
O=[N+]([O-])c1ccc(/C=N/Nc2ccc(C(F)(F)F)cn2)cc1,1
Cc1cc(C)nc(SCC(=O)n2c3ccccc3c3ccccc32)n1,6
CC(C)(C)c1cc(/C=c2/sc3nc4ccccc4n3c2=O)cc(C(C)(C)C)c1O,1

# Continuation.
SMILES,ER stress surv
COC(=O)C1CC(C)=CC(C)C1C(=O)O (stereo not drawn),9
COc1cc([N+](=O)[O-])ccc1-c1ccc(CO)o1,0
CCOc1cccc(-c2cc(C(=O)N3CCC(C)CC3)c3ccccc3n2)c1,4
Oc1cc(OCc2ccccc2Cl)ccc1-c1[nH]ncc1-c1ccccc1,-2
CC(=O)N/C(=C\c1cccc([N+](=O)[O-])c1)C(=O)NC(C)C,1
O=C(COc1cc2oc(=O)cc(-c3ccccc3)c2cc1Cl)c1ccc(Cl)cc1,9
C=CCSc1nc2ccccc2n1C(=O)C1C(C=C(Cl)Cl)C1(C)C (stereo not drawn),0
CCOc1nc(N=C(N)N)nc2c(C)cccc12,-7
O=S(=O)(c1ccc(NC(=S)Nc2ccc(F)cc2)cc1)N1CCCC1,0

# An excerpt; the hit share may differ from the screen's.
